TNAP inh hi DEA: human TNAP enzyme inhibitors, primary screen, biochemical, luminescent, high phosphate acceptor level, uHTS; AID 1135, 2008; inhibition, % at 20 µM; actives 0.03% (n = 200,000); purified TNAP, CDP-star luminescence, 1 M DEA; Alkaline phosphatase, tissue-nonspecific isozyme (Homo sapiens), P05186;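 active = over 50% inhibition of tissue-nonspecific alkaline phosphatase at 20 µM in the single-dose screen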;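 also: plate controls were DMSO wells for no effect and EDTA-quenched wells as full inhibition for full effect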
Target sequence (P05186 whole entry, looked up): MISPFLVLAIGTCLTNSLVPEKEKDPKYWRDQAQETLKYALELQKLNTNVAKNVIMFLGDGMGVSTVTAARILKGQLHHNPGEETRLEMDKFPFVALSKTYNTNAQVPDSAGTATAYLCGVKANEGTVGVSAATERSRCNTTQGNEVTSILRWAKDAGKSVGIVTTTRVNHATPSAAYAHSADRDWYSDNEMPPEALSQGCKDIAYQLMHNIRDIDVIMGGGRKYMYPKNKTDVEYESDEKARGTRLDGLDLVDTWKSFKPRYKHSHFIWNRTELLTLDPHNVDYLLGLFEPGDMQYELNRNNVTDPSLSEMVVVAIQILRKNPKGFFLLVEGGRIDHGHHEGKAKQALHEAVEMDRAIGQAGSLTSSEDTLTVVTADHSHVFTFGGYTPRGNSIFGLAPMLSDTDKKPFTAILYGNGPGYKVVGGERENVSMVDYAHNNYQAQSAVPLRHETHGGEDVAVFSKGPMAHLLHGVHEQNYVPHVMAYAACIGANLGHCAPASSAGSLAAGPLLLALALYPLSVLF
Hsp70 act: Hsp70 transcriptional activators, primary screen, cell-based, HeLa, Hsp70 promoter luciferase, luminescence, 10 µM; HeLa Hsp70 promoter luciferase reporter; scaled: vehicle 0, proteasome-inhibitor control 100%; activation, % at 10 µM; actives 0.04% (n = 200,000); AID 1203, 2008;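 active = activation above the mean across all tested compounds plus 3 SD, cutoff set per campaign, cut at about 5.5% in these data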;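 also: 100% = MG132 at 30 µM as the positive control and 0% = DMSO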
Redox H2O2 prof: compounds producing H2O2 with reducing agent – biochemical, NIH compound library profiling, artefact control for MLSCN library redox annotation, primary screen; activation, % at 10 µM; DTT-dependent redox cycling H2O2, phenol red/HRP absorbance; 100% = 100 µM peroxide control, 0% = buffer; actives 0.03% (n = 200,000); AID 878, 2007;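 active = activation of at least 50% relative to the plate's high and low controls in the primary single-dose screen; inactive = activation below 50%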;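 also: compound incubated with DTT at 0.8 mM final as the reducing agent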
RAM inhibit: inhibitors of the yeast RAM network, primary screen, dse1pr::URA3 reporter, 5-FOA selection; S. cerevisiae dse1pr::URA3 reporter, 5-FOA growth OD615, 2 d; analog-sensitive cbk1-as2 kinase mutant strain; inhibition, % at 50 µM; actives 1.8% (n = 190,000); AID 868, 2007;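 active = inhibition above a set limit, 3 SD over mean compound inhibition, cut at about 8.4% in these data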;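 also: 0% = DMSO-only wells with no growth and 100% = 10 µM 1-NA-PP1 full growth; inhibition rescues growth on 5-FOA so higher OD means more RAM inhibition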
TNAP inh noacc: human TNAP enzyme inhibitors, primary screen, biochemical, luminescent, no phosphate acceptor, uHTS; Alkaline phosphatase, tissue-nonspecific isozyme (Homo sapiens), P05186; purified TNAP, CDP-star luminescence, 30 min; inhibition, % at 20 µM; actives 0.26% (n = 200,000); AID 1012, 2008;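 active = tissue-nonspecific alkaline phosphatase inhibition above about 50% at 20 µM in the single-dose screen, limit read from the data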;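 also: 0% = DMSO negative control and 100% = EDTA positive control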
S1P3 antagonist: S1P3 receptor antagonists, primary screen, cell-based; actives 0.27% (n = 170,000); AID 485, 2006; inhibition, % at 4.98 µM; Sphingosine 1-phosphate receptor 3 (Homo sapiens), Q99500; CHO S1P3 NFAT-BLA reporter, FRET fluorescence, antagonist mode;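 active = inhibition above the plate cutoff, the mean inhibition of test wells on that plate plus 3 SD, cut at about 28% in these data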;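 also: cells challenged with S1P at its EC80 of 0.8 µM; blue over green emission ratio from cleaved BLA substrate after 4 h stimulation; 0% = S1P-stimulated wells and 100% = unstimulated DMSO-only wells; some compounds past the cut are filed as inactive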
Target sequence (Q99500 whole entry, looked up): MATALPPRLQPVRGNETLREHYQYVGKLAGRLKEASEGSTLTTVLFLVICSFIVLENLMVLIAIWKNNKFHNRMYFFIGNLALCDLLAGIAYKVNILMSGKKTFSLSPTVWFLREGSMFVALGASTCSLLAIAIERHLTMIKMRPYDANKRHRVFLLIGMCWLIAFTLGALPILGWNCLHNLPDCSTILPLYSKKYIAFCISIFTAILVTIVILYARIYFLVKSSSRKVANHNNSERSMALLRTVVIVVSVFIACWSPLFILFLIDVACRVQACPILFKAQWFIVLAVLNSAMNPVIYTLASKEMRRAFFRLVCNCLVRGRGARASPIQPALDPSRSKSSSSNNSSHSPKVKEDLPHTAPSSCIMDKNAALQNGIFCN
PMI act satM6P: human PMI activators, high substrate, primary screen, biochemical, fluorescence intensity, near-saturating mannose 6-phosphate; Mannose-6-phosphate isomerase (Homo sapiens), P34949; coupled PMI enzyme assay, resazurin fluorescence, 20 min; stronger effect = higher value; 1 = untreated enzyme, 0 = substrate-free blank; activation factor at 20 µM; actives 0.34% (n = 190,000); AID 1216, 2008;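 active = activation factor of 2 or more at 20 µM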
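Test system: Human PMI in coupled enzyme assay | Input: 15 ng/mL PMI | Medium: HEPES-buffered pH 7.4 with magnesium and detergent | Compound: One concentration, 20 µM, in 1% DMSO | Incubation: Enzyme reaction with compound 20 min at room temperature | Detection: Diaphorase-driven resazurin-to-resorufin fluorescence, excitation 544, emission 590 nm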
Efa HMGR inh: inhibitors of E. faecalis class II HMGR, primary screen, biochemical, Enterococcus faecalis; actives 0.41% (n = 190,000); purified E. faecalis HMGR, NADPH absorbance 340 nm kinetic; HMG-CoA reductase (Enterococcus faecalis, mvaE); inhibition, % at 10 µM;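 active = inhibition above a set limit, the median over all tested compounds plus 3 SD, cut at about 9.5% in these data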;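 also: enzyme runs in reverse so mevalonate oxidation gives rising NADPH absorbance; 0% = complete reaction with DMSO and 100% = background rate lacking mevalonate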
PMI act: activators of human PMI, primary screen, biochemical, fluorescence intensity, near-Km mannose 6-phosphate; purified human PMI, coupled resazurin fluorescence, 20 min; stronger effect = higher value; 1 = vehicle control, 0 substrate-free wells; activation factor at 20 µM; actives 0.005% (n = 190,000); AID 1214, 2008;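 active = activation factor of 2 or more at 20 µM, relative to plate controls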
L major viab: Leishmania major promastigote growth inhibition, primary screen; AID 1063, 2008; Leishmania major promastigotes, resazurin fluorescence viability; actives 9% (n = 200,000); inhibition, % at 10 µM; in the data active = inhibition above about 50%;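 also: promastigotes grown with compound for 44 hours at 28 °C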
Starred values were filed as active, the others as inactive; nt = no result given. Compounds were not picked by outcome; overall some 12% were active at least once.

SMILES	TNAP inh hi DEA	Hsp70 act	Redox H2O2 prof	RAM inhibit	TNAP inh noacc	S1P3 antagonist	PMI act satM6P	Efa HMGR inh	PMI act	L major viab
Cc1ccc(C)c(S(=O)(=O)N/N=C/c2ccc(C(=O)O)cc2)c1	-4	-0.2	0.1	3.7	-6	-12	1.4	4	1.5	32
Cc1cccc(C)c1NC(=S)N(Cc1ccccc1)Cc1cccs1	-3	0.2	-0.3	9.5*	-19	-15	1	-5	1	58*
CCCS(=O)(=O)N1CCC(Cc2ccc(OC)cc2)(C(=O)OCC)CC1	-7	0.3	-0.2	-0.1	-12	-6	0.9	0	0.9	4
COc1ccc(NS(=O)(=O)c2ccc(O)c(C(=O)OCC(=O)Nc3ccc4c(c3)OCCO4)c2)cc1	-9	-0.4	-0.6	5.5	3	12	1.2	0	1.1	-8
O=C(CNS(=O)(=O)/C=C/c1ccccc1)OC1CCOC1=O (stereo unspecified)	1	-0.2	-1.1	1.0	2	-12	1.1	2	1.1	0
Cc1ccc2c(CN3CCN(S(=O)(=O)/C=C/c4ccccc4)CC3)cc(=O)oc2c1	-1	-0.2	0.2	1.4	-22	4	0.8	3	1	22
CCOC(=O)N1CCN(CCC(=O)Nc2ccc(Br)cc2)CC1	-2	-0.3	0.5	1.3	3	nt	1	-9	1	4
COc1ccccc1C(=O)Nc1ccc2oc(-c3ccc(F)cc3)nc2c1	-4	-0.5	2.0	2.9	-7	-30	1	-10	1	-5
COc1ccc(NC(=O)c2ccc(Br)o2)c([N+](=O)[O-])c1	-1	0.2	-3.8	1.1	-7	nt	0.9	-2	1.1	1
CCOC(=O)CC(=O)c1cc(OC)c(OC)c(OC)c1	-4	-0.1	0.7	2.5	3	-3	1.1	1	1	-1
COc1ccc(OCCNC(=O)C(Cc2c[nH]c3ccccc23)NC(C)=O)cc1 (stereo unspecified)	-3	-0.5	0.0	1.9	-11	3	1	-3	1.1	7
Cc1ccc(NC(=O)c2ncn[nH]2)cc1	0	-0.1	-0.7	1.0	-7	-22	1	0	1	-4
O=C(Nc1ccccc1)c1cc([N+](=O)[O-])ccc1NC1CCCCC1	3	-0.1	2.2	4.9	-1	-3	0.9	3	0.8	39
Cc1ccccc1-n1c(=O)cc(N2CCN(C(=O)c3ccco3)CC2)[nH]c1=O	4	-0.2	-0.7	2.5	-3	-45	0.9	-8	1	-2
CCOC(=O)CSc1nc2c(sc(=S)n2-c2ccccc2OC)c(=O)n1Cc1ccco1	-5	0.0	2.2	5.1	-16	nt	0.9	-5	0.9	3
COc1cc(C)c(S(=O)(=O)N2CCOCC2)cc1C(C)C	3	-0.4	1.5	1.3	-8	-1	0.9	-1	0.9	1
Cc1ccccc1NC(=O)C(=O)NC(C)CCc1ccccc1 (stereo unspecified)	-3	-0.2	nt	4.7	-5	2	0.8	2	0.8	34
O=C(CSc1cccc[n+]1[O-])Nc1ccccc1Oc1ccccc1	-2	-0.3	0.4	-1.1	-10	-3	1.5	-2	1.2	100*
O=c1c(/C=C(\O)c2ccc(F)cc2)nc2ccccc2n1-c1ccccc1	9	-0.1	0.9	4.1	7	nt	0.9	1	0.9	16
Nc1nc(SCC(=O)Nc2cc(C(F)(F)F)ccc2N2CCOCC2)n[nH]1	0	0.0	-0.3	0.0	-8	-19	1	0	1.1	-9
Cc1cc(OCC(=O)Nc2ccc3oc(-c4ccncc4)nc3c2)ccc1Cl	4	-0.1	0.0	-0.1	-5	nt	1	-7	0.9	12
COc1ccc(/C=C/c2cc(=O)c3cc(Cl)ccc3o2)cc1	-1	0.4	-0.2	10*	-3	-11	1	1	1	41
CCOc1c(Cl)cc(CNCC(C)C)cc1OC	-4	-0.1	0.2	1.6	-18	nt	1.1	2	1.1	80*
O=C(NC(Nc1nc2ccccc2s1)(C(F)(F)F)C(F)(F)F)c1ccccc1	-9	0.3	-1.5	1.7	-7	nt	1	-2	1	19
COc1cccc(NC(=S)N(Cc2ccc(C(=O)O)cc2)Cc2ccc(OC)c(OC)c2)c1	-3	0.5	-2.4	7.2	4	-14	1.2	-5	1.1	-3
CCc1cccc(OCCCCN(CC)CC)c1	0	-0.5	0.1	2.3	-10	nt	1	2	1	98*
Cc1cc(C)nc(N2CCCC(C(=O)NCCC3=CCCCC3)C2)n1 (stereo unspecified)	-8	-0.3	-0.8	1.0	-10	-8	1	-3	1	-5
CCCCCCCCCC(=O)NNC(=O)c1c(O)c2ccccc2n(CC)c1=O	-6	-0.2	-0.8	10*	-19	-5	1.3	2	1.1	-11
N#CCSc1ccsc1C(=O)Nc1ccc(F)cc1	0	-0.2	-5.1	1.2	-6	nt	1.1	2	1	-4
Cc1csc(NC(=O)CSc2ccc3nnc(CCNS(=O)(=O)c4ccccc4)n3n2)n1	0	-0.4	-0.4	1.0	-10	4	1.2	4	1.1	-3
COc1cc(/C=C2\C(=O)ON=C2c2ccccc2)cc(OC)c1OC	-3	-0.1	1.4	0.4	-5	nt	1.1	-3	1	-6
Cc1ccc(C)c(OCCn2cc(C(=O)O)c3ccccc32)c1	-6	0.1	0.2	3.5	-9	-18	1.1	2	1.1	10
COc1ccccc1/C=C/C=N/NC(=O)Cc1cccs1	2	-0.2	0.4	4.0	2	1	0.9	-4	1	3
COc1ccc(OC)c(C(=O)CSc2nnc(Cc3cccs3)n2CCc2ccccc2)c1	-3	0.0	2.1	0.1	-4	nt	0.7	-2	0.8	97*
COc1ccccc1CNC(=O)C(C)c1ccc([N+](=O)[O-])cc1 (stereo unspecified)	-3	-0.3	-0.4	1.9	-10	-12	1	6	0.9	-1
O=S(=O)(NCC(c1cccnc1)N1CCN(c2ccc(F)cc2)CC1)c1cccs1 (stereo unspecified)	-3	-0.3	-0.7	0.8	-7	-2	1	-5	0.9	87*
CCCCNC(=O)c1ccc(SCC(=O)N(CC)CC)c([N+](=O)[O-])c1	2	-0.4	-0.6	1.1	-5	5	1.1	2	1	0
CCOC(=O)c1ccc(NC(=O)COc2ccccc2CNCCc2ccccc2)cc1	-7	-0.2	-0.2	3.6	-46	-14	1.1	3	1	101*
CCCCc1ccc(S(=O)(=O)NNC(=S)NCc2ccco2)cc1	3	-0.5	0.7	2.2	5	-14	1	-4	1	31
CSC1=N/C(=C\c2ccc3c(c2)OCO3)C(=O)S1	-3	-0.2	1.9	5.7	-8	nt	1.1	3	1	18
CCSc1nc(N)c2c(C)c(C)sc2n1	0	0.0	0.4	2.4	-9	nt	1	-1	1	2
COc1ccccc1-c1nc2ccccc2c(=O)n1NC(=O)c1cccs1	-1	-0.1	-0.3	-0.3	-3	-5	0.9	-5	0.9	-5
NC(=O)NC(=O)COC(=O)c1ccccc1Oc1ccccc1	-8	-0.3	-2.1	0.4	-4	nt	1.1	-1	1.1	14
CCCNC(=O)NCCc1c(C)[nH]c2ccccc12	-10	0.3	-1.6	0.3	-22	-34	1	1	1.1	0
CCOC(=O)N1CCN(Cc2nc3ccc([N+](=O)[O-])cc3c(=O)n2-c2cccc(OC)c2)CC1	-1	-0.1	-2.1	2.4	-10	2	0.9	-9	1	8
C=CCn1cnc2c(NCc3ccccc3)ncnc21	-6	-0.4	-0.3	1.3	-11	0	0.9	-1	1	3
COc1ccc(NC(=O)CC2C(=O)N(c3cccc(C)c3)C(=O)N2C2CCCCC2)cc1 (stereo unspecified)	-2	0.0	-1.9	2.1	4	nt	1	-1	1	-1
COc1cc(S(=O)(=O)N(Cc2cccs2)CC2CCCO2)ccc1-n1cnnn1 (stereo unspecified)	-8	-0.2	1.9	4.2	-7	36	1	0	1	55*
COc1cc(CN2CCN(C(C)C)C(CCO)C2)ccc1OCc1ccccc1 (stereo unspecified)	2	-0.1	-0.8	1.1	-1	-14	1.1	-2	1	33
O=C(OCC(=O)N1CCOCC1)c1ccccc1SCC(=O)N1CCCC1	-6	0.4	0.5	1.2	-20	-27	1	-1	1	-4
CN(C)c1nc(C#N)nc(N2CCOCC2)n1	-3	0.0	1.9	-0.1	-8	nt	0.9	3	0.9	1
N#Cc1c(-c2ccco2)cc(C2CC2)nc1SCC(=O)c1ccccc1	-1	-0.3	3.7	8.7*	-10	10	1	nt	1	1
C[C@@H](C(=O)NCC1CC1)[C@H]1C[C@]1(C)[C@H](NC(=O)OCc1ccccc1)c1ccccc1	-3	-0.2	0.0	0.4	-8	-7	0.9	-2	0.9	9
CCOn1c(=O)c(-c2ccc(OC)cc2)[n+]([O-])c2ccccc21	-9	1.2	3.0	1.6	-2	6	1.1	1	1.3	7
CCc1nnc(N/N=C/c2c(C)[nH]c3ccccc23)n1N	-6	-0.3	-1.4	0.5	-16	11	0.7	2	1.1	35
COC(=O)NCC(c1ccco1)N1CCN(c2ccc(OC)cc2)CC1 (stereo unspecified)	1	-0.4	-0.2	0.1	-8	-14	0.9	8	1	-8
O=S(=O)(CCOc1ccccc1)c1nc2ccccc2[nH]1	0	-0.6	1.4	0.3	-6	-22	1	-4	0.9	12
O=C(c1ccccc1-n1cccn1)N1CCc2c([nH]c3ccccc23)C1c1ccccn1 (stereo unspecified)	-11	0.1	0.6	0.8	-13	4	1	-1	0.9	6
COc1ccccc1Nc1ccncc1[N+](=O)[O-]	2	0.1	-0.7	0.4	-3	-25	nt	1	nt	1
COc1cc(CO)ccc1OCC(=O)Nc1ccc(Br)cc1	-4	0.4	-0.1	3.2	-10	8	0.8	1	1	-5
COc1cc(NC(=S)NC(=O)c2ccc(F)cc2)ccc1NC(=O)c1ccco1	-6	-0.3	0.3	3.0	-2	5	1.1	1	1.1	-7
C=CCn1c(=O)c(C(=O)Nc2cccnc2)c(O)c2ccccc21	-1	-0.4	0.6	-0.5	-4	nt	1.1	-2	1	-4

Screening results from PubChem BioAssay.
